# High-throughput results as filed in PubChem BioAssay.
# GPR55 beta-arrestin = GPR55 agonists via beta-arrestin recruitment, primary screen, imaging, U2OS cells, beta-arrestin-GFP redistribution (AID 1961); activation, % at 10 µM; hits with a dose series show EC50 in µM; U2OS GPR55 beta-arrestin-GFP redistribution imaging; higher % means a stronger effect; 0.048% of 290,000 active; G-protein coupled receptor 55 (Homo sapiens);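 active = activation above 40% with more than 50 cells counted in the well; inconclusive = wells holding fewer than 50 cells, flagged as toxic or sparse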;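 note: U2OS osteosarcoma cells stably expressing GPR55 and beta-arrestin-GFP; plate controls were DMSO negative control for no effect and LPI positive control for full effect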
# Lipid droplet = inhibitors of hepatocyte lipid droplet formation, primary screen, imaging, high-throughput imaging, BODIPY stain | AML12 mouse hepatocytes, oleate lipid droplets | inhibition, % at 6.5 µM | 0.4% of 240,000 active | AID 1656, 2009;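 active = lipid droplet intensity inhibited by at least 50%, with more than 500 cells counted; inconclusive = wells with under 300 cells, treated as cytotoxic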
#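 Test system: AML12 mouse liver cells; schedule: overnight exposure; technique: high-content imaging of BODIPY-stained droplets and DAPI nuclei; read-out: % inhibition of corrected integrated BODIPY droplet signal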
# GPR55 antagonists = GPR55 antagonists blocking LPI-driven arrestin recruitment, primary screen, imaging, U2OS, beta-arrestin-GFP, LPI agonist (AID 2013). U2OS GPR55 beta-arrestin-GFP translocation imaging, LPI antagonism; higher % means a stronger effect. 0.13% of 290,000 active. inhibition, % at 10 µM, or IC50 in µM where a hit was titrated;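 active = spots per cell inhibited over 60%, with over 100 cells counted and total cytoplasm intensity under 500,000; inconclusive = wells with under 100 cells, flagged as likely toxic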;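 note: U2OS cells stably carrying GPR55 and arrestin-GFP stimulated by 5 µM LPI near EC80; imaged beta-arrestin-GFP aggregate spots per cell after agonist stimulation; plate controls were LPI-stimulated DMSO wells for no effect and DMSO wells without LPI for full effect; some results filed as inactive read as strong as hits; confirmed hits need IC50 under 10 µM and bright autofluorescent wells are also inconclusive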
# Large T inhibition = SV40 large T antigen inhibitors, biochemical (AID 1903) | inhibition, % at 20 µM, or IC50 in µM where a hit was titrated | 0.39% of 310,000 active | SV40 large T antigen ATPase/helicase inhibition assay; higher % means a stronger effect; in the data active = a potency from the dose series; inconclusive = inhibition mostly from about 32% at the one dose, without a potency; inactive = the rest, 99 in 100 with inhibition below about 32%; note: strong numbers were not always called active
# LYP phosphatase = inhibitors of LYP phosphatase, biochemical, fluorescence intensity, uHTS (AID 1779); Tyrosine-protein phosphatase non-receptor type 22 (Homo sapiens); recombinant LYP phosphatase, fluorescence intensity; higher % means a stronger effect; inhibition, % at 11.5 µM, or IC50 in µM where a hit was titrated; 0.054% of 290,000 active; in the data active = inhibition above about 50%;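 note: plate controls were vehicle with enzyme for no effect and no enzyme for full effect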
# MgcRacGAP inhibition = MgcRacGAP GTPase-activating activity inhibitors, confirmation, biochemical, ADP Hunter fluorescence. MgcRacGAP-stimulated Rac1 GTP hydrolysis, ADP Hunter fluorescence; higher % means a stronger effect; GST-tagged Rac1 F28L mutant substrate. one-dose inhibition, % at 30 µM; IC50 in µM for titrated hits. 0.6% of 340,000 active. AID 624330, 2012;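 active = first-screen hits whose inhibition reached a set limit at any dose in the follow-up dose series; inconclusive = inhibition above the set first-screen limit but never retested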;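 note: fluorescence reports GDP produced by GAP-driven GTP hydrolysis; strong numbers were not always called active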
# NTR1 ag = agonists of NTR1, primary screen, imaging, U2OS cells, beta-arrestin-GFP, high content (AID 493036). Neurotensin receptor type 1 (Homo sapiens), P30989. NTR1-U2OS beta-arrestin-GFP spot imaging, agonist mode. activation, % at 20 µM. 0.17% of 330,000 active;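 active = activation at or above 40% of the spot to cytoplasm intensity ratio, with at least 20 cells analyzed; inconclusive = wells under 20 cells, flagged as cytotoxic or low count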;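 note: 0% = DMSO without peptide and 100% = 100 nM NTR1 peptide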
# Target sequence (P30989 whole entry, looked up): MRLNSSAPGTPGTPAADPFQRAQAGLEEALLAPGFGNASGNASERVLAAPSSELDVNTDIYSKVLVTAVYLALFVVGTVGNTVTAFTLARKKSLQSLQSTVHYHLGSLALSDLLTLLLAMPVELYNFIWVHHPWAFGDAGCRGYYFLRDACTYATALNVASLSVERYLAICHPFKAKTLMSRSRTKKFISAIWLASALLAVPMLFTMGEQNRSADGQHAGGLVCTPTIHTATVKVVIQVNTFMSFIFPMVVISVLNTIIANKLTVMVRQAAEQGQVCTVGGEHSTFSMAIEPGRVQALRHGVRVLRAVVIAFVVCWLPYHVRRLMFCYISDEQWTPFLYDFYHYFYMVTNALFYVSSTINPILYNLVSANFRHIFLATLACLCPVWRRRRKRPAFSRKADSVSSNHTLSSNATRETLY
# T cell HTS = modulators of CD8 T cell-vesicle binding, primary screen, mouse 2C CD8+ T cells, flow cytometry | calls only at 7 µM | 2C CD8+ T cell-vesicle binding; active compounds read low | 0.068% of 330,000 active;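 active = response, share of CD8 T cells binding vesicles, and their 90th percentile fluorescence all below set limits, cut at about 80% in these data, passing the limit was not always enough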
#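 Incubation: binding step 1.5 h, 37 °C, antibody labelling 20 min, ice; system: murine 2C transgenic CD8+ T lymphocytes; technique: cytometric PE anti-B7-1 and Alexa647 anti-CD8 signals after 1% paraformaldehyde fixation; also added: QL9-charged Drosophila Ld/ICAM-1/B7-1 vesicles; control set: naked versus QL9-loaded vesicles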
# GPR35 antagonists = GPR35 antagonists blocking zaprinast-driven arrestin recruitment, primary screen, imaging, U2OS, beta-arrestin-GFP, zaprinast agonist (AID 2058) | G-protein coupled receptor 35 (Homo sapiens) | U2OS GPR35 beta-arrestin-GFP translocation imaging, zaprinast antagonism; higher % means a stronger effect | inhibition, % at 10 µM, or IC50 in µM where a hit was titrated | 0.052% of 290,000 active;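 active = inhibition of at least 50% with at least 30 cells and total cytoplasm GFP at most 10,000,000; inconclusive = under 30 cells or total GFP of 10,000,000 plus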
# Lipid droplet cells 6.5 µM = second read-out of Lipid droplet, no call of its own (marks repeat the call); cell count; measured here: cell count, cytotoxicity flag;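 cells counted across two imaged fields per well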
# T cell HTS vesicle-bound % = also measured in T cell HTS; calls as there; double positive events, %; measured here: CD8+ vesicle-bound cell fraction;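 binding gate set so that unloaded-vesicle control wells show 10% double positive cells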
# NTR1 ag cell count 20 µM = also measured in NTR1 ag; calls as there; cell count; measured here: cell count, cytotoxicity flag
# Starred values were filed as active, the others as inactive; i = inactive; u = inconclusive; x = not tested or not shown.
SMILES,GPR55 beta-arrestin,Lipid droplet,Lipid droplet cells 6.5 µM,GPR55 antagonists,Large T inhibition,LYP phosphatase,MgcRacGAP inhibition,NTR1 ag,NTR1 ag cell count 20 µM,T cell HTS,T cell HTS vesicle-bound %,GPR35 antagonists
O=C(CCN1C(=O)C2C3C=CC(C3)C2C1=O)NCCc1ccccc1Cl (centres undefined),-0.1%,-7,692,3%,5%,-6%,6%,-4.2,92,i,24,-2%
Cc1ccc(S(=O)(=O)Nc2nnc(C(C)(C)C)s2)cc1,0.2%,1,792,-13%,12%,-9%,11%,-0.1,52,i,56,-4%
O=C(Cc1cccc(C(F)(F)F)c1)Nc1ccccc1N1CCCC1,-0.1%,-9,800,11%,14%,-10%,2%,0.9,56,i,22,6%
C=C(C(=O)Nc1ccccc1)c1ccc(C)cc1,x,x,x,x,5%,x,6%,-1.3,82,i,7,x
COc1ccc(C2CC(C(F)(F)F)n3nc(C(=O)Nc4c(C)n(C)n(-c5ccccc5)c4=O)c(Cl)c3N2)cc1 (centres undefined),0.2%,4,648,3%,3%,-4%,x,-0.2,40,i,26,15%
CC1CCN(C(=O)COC(=O)Cn2cnc3c2c(=O)n(C)c(=O)n3C)CC1,x,x,x,x,12%,x,7%,-0.1,58,i,21,x
COc1ccc(N(CC(=O)Nc2ccc(S(=O)(=O)N3CCCCC3)cc2)S(C)(=O)=O)cc1OC,0.0%,x,x,12%,-2%,0%,10%,-1.9,93,i,24,-4%
Cn1nc(CSc2ccccc2)c(C=O)c1Cl,0.1%,-12,649,-5%,10%,-4%,4%,0.1,44,i,37,-8%
COc1cccc(C(=O)CN2C(=O)C(C)(C)Oc3ccc(C(=O)N4CCOCC4)cc32)c1,-0.1%,-2,812,-10%,5%,-3%,9%,2.0,56,i,35,-6%
COc1ccc(C(=O)n2nnc3ccccc32)cc1Br,0.0%,1,782,2%,1%,-15%,-1%,-0.2,44,i,13,14%
O=c1n(Cc2ccccc2Cl)c2sc3c(c2c2ncnn12)CCCC3,-0.3%,x,x,-10%,x,-6%,6%,x,x,x,x,-4%
Cc1[nH]c(C(=O)O)c(C)c1C(=O)OC(C)C,0.9%,2,593,4%,-5%,2%,5%,-5.2,98,i,3,-14%
Cc1cccc(C(=O)Oc2ccccc2/C=N/Nc2ccc([N+](=O)[O-])cc2)c1,3.4%,-13,659,13%,7%,0%,1%,x,x,i,22,-6%
COc1ccccc1NC(=S)N(CCN(C)C)C(C)c1ccncc1 (centres undefined),0.0%,4,646,5%,26%,-5%,4%,0.2,56,i,55,0%
Cc1nn(CC(=O)N2c3ccccc3NC(=O)C2(C)C)c(C)c1[N+](=O)[O-],0.2%,-4,663,5%,8%,-3%,-13%,-0.3,27,i,36,7%
Cc1ccc(N2C(=S)SC3CS(=O)(=O)CC32)cc1 (centres undefined),-0.2%,3,717,9%,8%,0%,5%,0.0,48,i,19,0%
Cc1ccc(NC(=O)N2CCC(=O)N2)cc1,0.5%,x,x,3%,u,1%,-5%,-0.2,69,i,42,-3%
C/C(CC(=O)Nc1ccccn1)=N\NC(=O)c1ccccc1O,-0.4%,-14,807,-15%,-1%,-3%,1%,-0.6,46,i,29,20%
CCOC(=O)N1CCN(C(=O)CS(=O)Cc2nc(-c3cccc(C)c3)oc2C)CC1 (centres undefined),0.3%,x,x,-4%,2%,-6%,11%,2.1,83,i,22,-10%
Cc1ccsc1C(=O)N1CCN(S(=O)(=O)c2cccs2)CC1,-0.5%,-26,553,4%,11%,-6%,6%,-0.9,62,i,66,7%
C/C(=N\Nc1ccccn1)c1cccs1,-0.3%,1,678,-4%,3%,-2%,10%,-1.1,51,i,39,16%
Cn1c(Cc2ccccc2)nnc1SCCC(=O)Nc1ccccc1,-0.1%,4,755,-6%,24%,-4%,7%,5.7,67,i,46,-7%
CCn1c(=N)c(C(=O)NCc2cccnc2)cc2c(=O)n3cccc(C)c3nc21,-0.2%,2,767,-4%,x,-25%,x,x,x,x,x,5%
COCCCNC(=O)/C(C#N)=C1\N=C(NC(=O)c2cccs2)c2ccccc21,0.3%,-2,713,10%,10%,-2%,17%,0.2,54,i,27,21%
CCOC(=O)C1Nc2ccc(C(=O)O)cc2C2C=CCC12 (centres undefined),1.1%,-6,762,2%,16%,-9%,305µM*,1.0,70,i,52,11%
# Additional entries follow.
SMILES,GPR55 beta-arrestin,Lipid droplet,Lipid droplet cells 6.5 µM,GPR55 antagonists,Large T inhibition,LYP phosphatase,MgcRacGAP inhibition,NTR1 ag,NTR1 ag cell count 20 µM,T cell HTS,T cell HTS vesicle-bound %,GPR35 antagonists
Cc1ccsc1/C=N/NC(=O)c1nnn(-c2nonc2N)c1C(C)C,-0.2%,-1,710,12%,27%,-3%,-7%,1.5,67,i,8,-7%
COc1ccccc1CC(=O)N1CCOCC1,0.0%,-2,768,-3%,8%,-2%,1%,-0.8,65,i,53,10%
CCOC(=O)C(NCc1ccco1)(NC(=O)c1ccc(OC)cc1)C(F)(F)F (centres undefined),0.2%,x,x,20%,4%,-7%,9%,-0.5,52,i,40,13%
O=C(COc1ccccc1F)c1ccc(O)cc1O,0.5%,x,x,-5%,12%,-3%,8%,-2.6,91,i,38,13%
Cc1ccc2c(c1)Oc1ccccc1C=C2C(=O)O,-0.1%,0,747,3%,x,-4%,10%,1.8,82,i,42,4%
O=C1CC(N2CCN(c3ccc(F)cc3)CC2)C(=O)N1Cc1ccc(N2CCCC2=O)cc1 (centres undefined),-0.1%,-2,744,1%,4%,0%,6%,x,x,x,x,-3%
Nc1c(C(=O)OCC2CCCO2)c2nc3ccccc3nc2n1-c1ccc2c(c1)OCCO2 (centres undefined),-0.1%,-9,798,7%,-20%,-4%,x,1.1,40,i,23,1%
COC(=O)[C@H]1CCCN1C(=O)Nc1cccc(Oc2c(F)c(F)c(F)c(F)c2F)c1,-0.3%,4,682,1%,5%,-6%,2%,1.9,78,i,60,4%
CCON1C(=O)C(C)(C)N(OCC)C(=O)C1(C)C,-0.2%,0,696,-8%,5%,-4%,8%,1.2,54,i,51,-7%
Cc1c(C(=O)O)cnc2c([N+](=O)[O-])cnn12,0.3%,10,682,5%,5%,0%,7%,-0.8,49,i,42,-2%
O=C(CCN1CCN(c2ccc(F)cc2)CC1)Nc1ccccc1F,0.0%,7,732,12%,15%,-5%,11%,-0.1,63,i,32,-6%
O=C(CCN1CCN(C(=O)c2ccccc2)CC1)c1ccc(Br)cc1,-0.4%,-21,690,-17%,-19%,-7%,7%,-0.5,42,i,4,-4%
Cc1ccc(-c2nc(SCC(=O)N(C)C3CCS(=O)(=O)C3)[nH]c2-c2ccc(C)cc2)cc1 (centres undefined),-0.1%,9,815,3.8µM*,13%,-5%,13%,-0.8,69,i,40,-9%
CN1CCN(S(=O)(=O)c2ccccc2)CC1,0.4%,10,834,0%,7%,-10%,11%,-0.2,70,i,51,-1%
Cc1nc(C(=O)N2CCc3c([nH]c4ccccc34)C2c2ccccn2)cs1 (centres undefined),-0.1%,-11,717,6%,9%,-3%,4%,-0.5,79,i,49,-7%
CCOC(=O)N1CCC2(O)CCCCC2C1c1ccc(F)cc1 (centres undefined),0.4%,-19,761,8%,11%,-3%,4%,-1.1,67,i,47,-2%
COc1cc(OC)c(NS(=O)(=O)c2cn(C)cn2)cc1Cl,-0.1%,9,705,-6%,11%,-6%,12%,-0.8,60,i,46,0%
Cc1ccc(C)c(OCCN2CCOCC2)c1,-0.1%,-16,811,-12%,19%,-9%,-3%,-0.6,56,i,54,11%
Cc1ccc(NC(=O)C(OC(=O)c2ccc(O)cc2)c2ccccc2)cc1Cl (centres undefined),0.5%,-18,648,6%,-4%,2%,-16%,23,83,i,65,4%
O=C(Cc1ccc(Cl)cc1)Nc1ccc2oc(=O)ccc2c1,-0.1%,15,690,3%,16%,-1%,0%,1.8,52,i,30,1%
O=C(O)CN1C(=O)SC(Nc2ccccc2)C1=O (centres undefined),0.1%,6,732,7%,3%,-2%,5%,3.0,63,i,11,-4%
COc1ccc(-c2nnc(CSc3nc4ccccc4c(=O)n3CC(C)C)o2)cc1OC,-0.1%,6,757,8%,-4%,-2%,6%,3.9,36,i,14,2%
O=C(NCCc1ccc(Cl)cc1)Nc1ccc(F)cc1,-0.1%,-4,718,0%,10%,-8%,4%,0.7,45,i,65,24%
Cc1ccc(NC(=O)CSC(C)c2nc3ccccc3c(=O)[nH]2)cc1 (centres undefined),-0.1%,-3,819,-11%,-6%,-3%,10%,-0.7,51,i,68,4%
CCNC(=O)NC(=O)C(C)OC(=O)[C@H](C)NS(=O)(=O)c1c(C)c(C)cc(C)c1C (some centres undefined),-0.1%,11,595,7%,13%,-6%,2%,0.2,71,i,33,12%
CNc1nc(N)nc(OC(C(F)(F)F)C(F)(F)F)n1,0.0%,-8,693,-9%,4%,6%,5%,0.7,34,i,4,-4%
Cc1ccccc1CN1CCN(C(=O)CC(C)C)CC1,-0.2%,-1,846,4%,2%,-6%,10%,-0.3,65,i,65,0%
O=c1[nH]cnc2c1N=C(c1cccc([N+](=O)[O-])c1)CC(c1ccccc1)N2 (centres undefined),-0.1%,10,737,11%,6%,-3%,0%,0.6,69,i,27,12%
